# RAD52 anneal inh: RAD52 DNA annealing inhibitors, primary screen, biochemical, FRET, single point, set 2. recombinant RAD52 DNA annealing, FRET fluorescence. inhibition, % at 18.7 µM. 360,000 compounds, 0.46% hits. AID 651710, 2012;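 active = every replicate showing at least 50% inhibition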
# Target sequence (P43351 whole entry, looked up): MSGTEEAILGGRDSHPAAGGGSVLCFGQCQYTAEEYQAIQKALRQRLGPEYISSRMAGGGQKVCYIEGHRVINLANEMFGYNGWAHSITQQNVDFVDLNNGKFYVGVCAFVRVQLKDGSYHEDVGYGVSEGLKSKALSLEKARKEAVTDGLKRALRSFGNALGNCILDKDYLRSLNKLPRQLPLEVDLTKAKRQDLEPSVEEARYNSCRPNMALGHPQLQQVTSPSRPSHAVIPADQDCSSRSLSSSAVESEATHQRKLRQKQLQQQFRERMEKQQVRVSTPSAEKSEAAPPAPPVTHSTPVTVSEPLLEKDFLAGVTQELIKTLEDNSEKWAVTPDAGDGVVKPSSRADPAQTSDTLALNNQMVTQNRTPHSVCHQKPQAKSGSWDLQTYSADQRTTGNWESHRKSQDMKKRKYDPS
# E-sel inducer: E-selectin induction in HUVECs, primary screen, imaging, HUVEC, immunofluorescence imaging, single point | P16581 | normalized: neutral wells 0, TNF-alpha wells 100 | activation, % at 7.58 µM | 260,000 compounds, 0.37% hits;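 active = mean E-selectin-positive cell signal at least 10% of the positive control, reached in at least 60% of replicates, without over 20% cell loss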;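 note: in these data hits start at about 27%; measured in HUVEC primary endothelial cells; signal is the percent of cells scored E-selectin positive by PE staining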
#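 System: HUVEC, human umbilical vein endothelial cells; quantity: 3,000 cells/well; buffer or medium: EGM-2 medium, gelatin-coated wells; dosing: single-point compound dose; detection: immunofluorescence imaging; evaluation: % PE-positive cells; benchmarks: TNF-alpha, DMSO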
# Casp6 inh: human caspase-6 inhibitors, primary screen, biochemical, VEID-R110 fluorescence, single point, set 2 | 350,000 compounds, 0.53% hits | inhibition, % at 12.5 µM | AID 686996, 2013 | P55212 | purified caspase-6, Z-VEID-R110 cleavage fluorescence;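 active = mean inhibition across replicates at least about 35%, with every replicate also reaching that limit, limit read from the data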;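 note: 0% = median of neutral control wells and 100% = no fluorescence left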
# RAD54 branch: inhibitors of human RAD54 branch migration, primary screen, biochemical, fluorescence, single point. DNA repair and recombination protein RAD54-like (Homo sapiens), Q92698. RAD54 Holliday junction branch migration, FAM/BHQ fluorescence. inhibition, % at 10.4 µM. 360,000 compounds, 0.14% hits. AID 602329, 2012;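 active = mean normalized replicate activity at least 40 and at least half of replicates scoring 40 or more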;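 note: 0% = median of neutral control wells and 100% = median of positive control wells; inhibitors cause a drop in the FAM fluorescence signal; in these data hits start at about 50%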
# esBAF inh: Bmi1 luciferase reporter increase in mESCs, primary screen, esBAF inhibitor project, mouse ES cells, Bmi1 luciferase knock-in, single point | 350,000 compounds, 2% hits | 24 h; 100% = twice the neutral-well signal | reporter increase, % at 12.5 µM; in the data active = activation above about 40%;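 note: 0% = median of the plate's neutral control wells and 100% = double that signal; a rise in the Bmi1 reporter signal indicates esBAF inhibition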
# ARNT-TACC3 inh: disruptors of ARNT/TACC3 protein interaction, primary screen, biochemical, AlphaScreen, single concentration | 390,000 compounds, 0.66% hits | AlphaScreen His-ARNT PAS-B/GST-TACC3 binding, luminescence; TACC3 fragment carries E629A point mutation | Transforming acidic coiled-coil-containing protein 3 (Homo sapiens), Q9Y6A5 | inhibition, % at 9.99 µM;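 active = mean inhibition of replicates at least 50% and at least half of replicates each reaching 50%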;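 note: 0% = complete ARNT plus TACC3 wells and 100% = ARNT alone without TACC3; many hits fall short of the cut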
# PglD DTNB: C. jejuni PglD acetyltransferase inhibitors, primary screen, biochemical, DTNB colorimetric, single point; UDP-N-acetylbacillosamine N-acetyltransferase PglD (Campylobacter jejuni); purified PglD enzyme, DTNB colorimetric CoA detection; inhibition, % at 12.5 µM; 360,000 compounds, 0.098% hits; in the data active = inhibition above about 16%, passing the limit was not always enough; note: strong numbers were not always called active
# ERp5 block: inhibitors of ERp5-driven insulin aggregation, primary screen, biochemical, turbidity, absorbance 650 nm, single point | 90 min | 350,000 compounds, 0.05% hits | Protein disulfide-isomerase A6 (Homo sapiens), Q15084 | inhibition, % at 9.99 µM;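 active = mean replicate inhibition above about 25%, with every replicate also reaching it, limit read from the data, passing the limit was not always enough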
# Target sequence (Q15084 whole entry, looked up): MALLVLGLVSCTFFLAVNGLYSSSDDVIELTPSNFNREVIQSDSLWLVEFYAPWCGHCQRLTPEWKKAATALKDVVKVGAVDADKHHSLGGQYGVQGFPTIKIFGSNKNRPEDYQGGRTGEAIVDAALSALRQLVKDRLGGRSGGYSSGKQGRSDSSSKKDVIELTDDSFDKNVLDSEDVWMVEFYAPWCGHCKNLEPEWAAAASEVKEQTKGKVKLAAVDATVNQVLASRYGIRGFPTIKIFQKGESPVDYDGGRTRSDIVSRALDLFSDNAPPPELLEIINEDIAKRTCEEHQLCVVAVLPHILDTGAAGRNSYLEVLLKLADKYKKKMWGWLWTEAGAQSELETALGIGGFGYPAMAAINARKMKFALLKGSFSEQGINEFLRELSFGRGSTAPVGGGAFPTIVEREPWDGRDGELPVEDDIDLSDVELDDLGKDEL
# An asterisk follows results filed as active; / = not tested or not shown.
SMILES,RAD52 anneal inh,E-sel inducer,Casp6 inh,RAD54 branch,esBAF inh,ARNT-TACC3 inh,PglD DTNB,ERp5 block
COC(=O)c1sccc1N/C=C(\C#N)S(=O)(=O)C(C)(C)C,1,0.7,-1,16,/,/,4,-3
CCc1ccc(C(C(=O)NC2CCCC2)N(CCOC)C(=O)CCC(=O)Nc2cc(C)on2)cc1 (centres undefined),-4,/,-5,2,4,28,-5,1
O=C(c1ccccc1)N1CCN(c2ncnc3sc4c(c23)CCC4)CC1,/,/,/,-4,0,3,-3,/
COc1cccc(CN2CCN(C(=O)Nc3ccc([N+](=O)[O-])cc3)CC2)c1,-6,1.9,-3,/,/,0,/,-1
COc1ccc2c3c(n(C)c2c1)[C@H](CO)N(C(=O)Nc1ccc(F)cc1)CC31CCN(C(=O)c2ccc3c(c2)OCO3)CC1,5,-0.3,-2,/,/,/,/,2
Cc1ccc(C(=O)O/N=C2\CCS(=O)(=O)c3sccc32)cc1,/,/,/,-9,-3,1,0,/
O=C(Cc1cccc2ccccc12)NNC(=O)c1ccc(Br)o1,-34,0.2,2,-10,1,-2,1,1
COC(=O)[C@]12CCCCC=C1N(Cc1ccc(Cl)cc1Cl)C(=O)[C@H](CC(=O)NCC1CCCCC1)C2,-10,0.1,-2,/,/,/,/,3
C[C@@H]1CN([C@H](C)CO)C(=O)c2cc(C#CC3CCCCC3)cnc2O[C@@H]1CN(C)Cc1cncnc1,21,0.1,0,18,2,-1,2,-1
CNC[C@H]1Oc2c(NS(=O)(=O)c3ccc(C)cc3)cccc2C(=O)N([C@H](C)CO)C[C@@H]1C,-1,1.0,1,11,2,-6,-5,-2
CCCC(=O)NC(c1ccc(OC)c(OC)c1)c1c(O)ccc2ccccc12 (centres undefined),/,/,/,-7,5,4,0,/
N#C[C@@H]1[C@@H](c2ccc(C#CC3CCCC3)cc2)[C@H](CO)N1C(=O)Cc1ccccn1,-100,-0.2,1,/,/,/,/,0
C[C@@H]1CN([C@H](C)CO)C(=O)c2cc(N(C)C)ccc2O[C@H]1CN(C)C(=O)NC1CCCCC1,-10,-2.6,1,-2,0,-7,4,4
O=C(c1ccco1)N1CCN(C(=O)C2CC(c3ccccc3F)=NO2)CC1 (centres undefined),6,0.0,-2,-9,-2,3,-1,0
O=C(c1ccncc1)N1C[C@@H]2[C@H](c3ccccc31)[C@H](CO)N2C(=O)Nc1cccc(F)c1,-5,0.4,-1,5,-19,-10,0,-3
COc1ccc(S(=O)(=O)N[C@@H]2C=C[C@@H](CC(=O)NCCc3ccccc3)O[C@H]2CO)cc1,-9,0.1,2,0,1,0,0,0
O=S1(=O)CC2NC(=S)N(c3cccc(Br)c3)C2C1 (centres undefined),-1,1.1,1,-7,/,/,5,3
O=c1[nH]c2ccc(Cl)cc2c(-c2ccccc2)c1[N+](=O)[O-],-3,/,0,-5,-3,-7,4,2
O=C(NCCCl)Nc1ncn[nH]1,-4,0.0,-4,/,/,6,/,1
O=C(C[C@H]1C=C[C@@H](NC(=O)CCN2CCCCC2)[C@H](CO)O1)Nc1ccccc1,9,0.0,-2,/,/,/,/,-1
CCCC(=O)Nc1ccc(OCC(=O)OC)cc1,/,/,/,-15,-13,-1,-1,/
CNC[C@H]1OCCCC[C@@H](C)Oc2ccc(NS(=O)(=O)c3cn(C)cn3)cc2C(=O)N([C@H](C)CO)C[C@H]1C,/,0.2,/,-12,-8,-4,3,/
O=c1c2cnn(-c3ccc(F)cc3)c2ncn1Cc1cccnc1,/,/,/,-6,-2,12,-1,/
O=C(NC1CCc2ccccc21)C1CCN(S(=O)(=O)c2ccc(-n3cnnn3)cc2)CC1 (centres undefined),/,/,/,0,-2,-7,-5,/
COc1cccc(Nc2nc(-c3ccccc3)nc3ccccc23)c1,-21,1.8,-2,-4,1,-5,0,5
O=C(Cc1ccccc1)NC(NCCCN1CCOCC1)(C(F)(F)F)C(F)(F)F,/,/,/,-1,2,-6,-6,/
CC1(C(=O)NS(=O)(=O)c2ccc3ccccc3c2)CCN1C(=O)CC1CCCCC1 (centres undefined),-33,0.0,3,-9,-3,/,0,7
COc1c(Br)cc(Br)cc1C(=O)Nc1ccccc1N1CCCC1,-7,0.0,3,-8,-4,-6,0,3
COc1ccc2c3c(n(C)c2c1)[C@@H](CO)N(C(C)=O)CC31CCN(C(=O)NC(C)C)CC1,-4,0.0,0,/,/,/,/,7
CC1(C)CC(=O)C2=C(C1)Nc1ccccc1NC2c1ccc(F)cc1 (centres undefined),-42,/,2,-13,3,-10,0,-1
S=C(NCCc1ccccn1)Nc1cc(Cl)cc(Cl)c1,5,4.3,1,/,/,-10,/,2
CCc1ccc(/C(C)=N/NC(=O)C(O)c2ccccc2)s1 (centres undefined),-10,/,-3,/,/,-4,/,-4
COC(=O)[C@@]1(Sc2ccc(C)cc2)CC(=O)N[C@@H]1c1ccc(C(F)(F)F)cc1,-5,-0.1,7,/,/,/,/,2
O=C(NC1(C(F)(F)F)NC(=O)N(c2ccc(F)c(Cl)c2)C1=O)c1ccncc1 (centres undefined),2,/,1,12,-1,2,1,-3
CC1CCN(C(=O)CSc2n[nH]c(-c3cccs3)n2)CC1,-6,0.0,0,-5,2,0,-2,3
Cc1ccc(NS(=O)(=O)c2cccc(C(=O)O)c2)cc1S(=O)(=O)N1CCOCC1,-4,-2.6,10,/,/,-8,/,-10
O=C(C1CCCC1)N1CC2(C1)[C@@H](c1ccccc1)[C@H](CO)N2C(=O)CC1CC1,-1,-0.1,-1,/,/,/,/,-5
COC(=O)c1c(NC(=O)CSc2ccccc2N)sc(C)c1C,-9,/,4,-1,4,/,-5,5
O=C(Cc1ccc(-c2ccccc2)cc1)NCc1ccccc1,/,0.1,/,1,/,-8,-3,/
COc1ccc(S(=O)(=O)NCCC(=O)NC(C)c2ccccc2)cc1 (centres undefined),/,/,/,-1,-2,-7,2,/
O=C(CN1CCN(S(=O)(=O)c2ccc(Br)s2)CC1)NCC1CCCCC1,-27,0.0,-1,2,-6,/,3,3
CC(=O)Oc1cc2c(C(=O)NCc3ccncc3)c(C)oc2c2ccccc12,4,4.5,2,7,-3,-2,4,3
COC(=O)CCCn1cc(CN2CC(N(C)C)CS2(=O)=O)nn1 (centres undefined),-2,-0.1,8,/,/,/,/,-8
O=C(CNC(=O)c1ccc2c(c1)OCO2)NCc1cccs1,-12,7.1,1,14,3,3,-1,0
O=C(CN1C(=O)S/C(=C\c2ccc(C(=O)O)cc2)C1=O)Nc1ccccc1,-8,0.0,1,-2,-9,0,-3,2

# No new results follow: entries from further up.
SMILES,RAD52 anneal inh,E-sel inducer,Casp6 inh,RAD54 branch,esBAF inh,ARNT-TACC3 inh,PglD DTNB,ERp5 block
O=C(CN1CCN(S(=O)(=O)c2ccc(Br)s2)CC1)NCC1CCCCC1,-27,0.0,-1,2,-6,/,3,3
CC(=O)Oc1cc2c(C(=O)NCc3ccncc3)c(C)oc2c2ccccc12,4,4.5,2,7,-3,-2,4,3
COC(=O)CCCn1cc(CN2CC(N(C)C)CS2(=O)=O)nn1 (centres undefined),-2,-0.1,8,/,/,/,/,-8
O=C(CNC(=O)c1ccc2c(c1)OCO2)NCc1cccs1,-12,7.1,1,14,3,3,-1,0
O=C(CN1C(=O)S/C(=C\c2ccc(C(=O)O)cc2)C1=O)Nc1ccccc1,-8,0.0,1,-2,-9,0,-3,2

# (list continues)
SMILES,RAD52 anneal inh,E-sel inducer,Casp6 inh,RAD54 branch,esBAF inh,ARNT-TACC3 inh,PglD DTNB,ERp5 block
CC(O)(CC(=O)CC(=O)c1ccccc1)c1ccccc1 (centres undefined),-11,-0.2,-4,/,0,/,/,5
COc1ccc(CNC(=S)N/N=C(\C)c2ccc(OC)cc2)cc1,-12,/,3,5,8,16,7,21
COC(=O)Cc1ccc(OCc2ccc(Cl)nc2)cc1,-2,0.4,2,-1,59*,-3,4,-14
CCCCCCCCNCCS(=O)(=O)NCc1ccc(OC)cc1,-6,-0.2,4,0,-6,-4,-1,-3
O=C1NN(c2ccccc2)C(=O)/C1=C/c1ccc(-c2cccc(C(=O)O)c2)o1,-12,/,24,-3,20,5,1,-7
COc1cc(CNc2ccc(N3CCOCC3)c(C(=O)O)c2)ccc1OCC(N)=O,/,-0.6,/,-9,-4,-2,3,/
CN(Cc1ccccc1)c1ccc(C(=O)O)cc1[N+](=O)[O-],/,/,/,-5,-4,-1,6,/
CC1CC(=O)N(c2ccc(NCc3ccc(Cl)cc3)c([N+](=O)[O-])c2)C1=O (centres undefined),-278,1.7,-3,2,/,3,4,-4
CCC1CCCCN1S(=O)(=O)c1ccc(C(=O)Nc2nnc(C3=COCCO3)o2)cc1 (centres undefined),-31,-1.6,16,-1,-11,39,2,-4
CCOC(=O)C1CCN(C(=O)CSc2n[nH]c(=O)[nH]c2=O)CC1,/,/,/,5,2,0,-3,/
COc1ccc(NC(=O)CCNS(=O)(=O)c2cccc3nsnc23)cc1,-8,-0.4,0,/,/,4,/,10
C[C@H](CO)N1C[C@H](C)[C@H](CN(C)C(=O)Nc2ccc3c(c2)OCO3)Oc2ccc(NC(=O)Nc3ccc(C(F)(F)F)cc3)cc2CC1=O,/,-5.7,/,-3,-2,8,-1,/
COc1ccccc1CNC(=O)c1nnc(Cc2ccc(Cl)cc2)o1,-5,0.3,-2,3,1,3,-2,-9
COc1ccc(-c2ccc3c(c2)[C@@H]2C[C@H](N(C)C(=O)Nc4ccccc4)[C@H]([C@H](C)O)C(=O)N2CC3)cc1,-11,-1.2,-1,5,-2,4,-6,6
NC(=O)c1ccsc1NC(=O)CSc1nnc(C2CC2)n1Cc1ccccc1,/,/,/,-3,0,-3,-5,/
O=C([C@@H]1Cc2ccccc2CN1)N1CCN(Cc2ccccc2)CC1,-17,0.6,-3,-2,0,12,-2,2
CCCOc1ccc(C(=O)N/N=C/c2ccc(-c3ccc(S(=O)(=O)Nc4ncccn4)cc3)o2)cc1,/,/,/,2,5,-1,-3,/
CC(C)c1ccc(NC(=O)C2CC(=O)N(C(C)C)C2)cc1 (centres undefined),/,/,/,-4,10,-2,-4,/
CN(CC(=O)Nc1ccc(N2CCOCC2)cc1)CC(=O)Nc1ccc(Cl)cc1[N+](=O)[O-],-10,/,-4,/,6,12,/,-7
O=C(O)COCC(=O)Nc1cc(C(F)(F)F)cc(C(F)(F)F)c1,-20,/,-1,/,/,4,/,2
COCCCNC(=O)CSc1nc2cc3c(cc2c(=O)n1CCCC(=O)NCc1ccc(OC)cc1)OCO3,-10,2.4,-1,4,-1,0,-1,-3
COc1cccc(OC)c1C(=O)NC(C)CCc1ccccc1 (centres undefined),-4,0.5,-2,-6,6,1,-2,2
O=C(Cn1cc2c(n1)CCCC2)NCc1cccs1,-3,0.0,1,-1,9,0,-1,2
COc1ccccc1C#Cc1cnc2c(c1)C(=O)N([C@@H](C)CO)C[C@@H](C)[C@H](CN(C)C(=O)CC1CC1)O2,1,0.2,-1,0,0,3,-2,-4
Cc1ccc(C)c(Oc2ccc(S(=O)(=O)N3CCN(C)CC3)cn2)c1,-7,-1.3,-11,13,-6,-15,-1,-9
Nc1nonc1-n1nnc(C(=O)N/N=C/C2CCCCC2)c1-c1ccccc1,-7,2.5,2,-7,-6,3,4,1
Nc1c(C(=O)NCCc2ccccc2)nnn1Cc1ccc(Br)cc1F,-4,0.0,1,/,/,2,/,2
